# HCMV antiviral: human cytomegalovirus inhibition; AID 1259415; activity change, negative = inhibition, % at 57.5 µM; hit rate 4.5% among 410,000; HFF cells, HCMV-luciferase reporter, 72 h; stronger effect = lower value; in the data active = activity change below about -60%; inconclusive = no clear call, values can overlap the other calls; inactive = above about -39%
#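 Screen run at 2 compound doses on HFFs infected with reporter HCMV, MOI 1 PFU/cell. Luciferase activity from cell lysates at 72 h post infection gave inhibition relative to buffer-only and Salinomycin wells.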
# AMA1-RON2 inh: AMA1-RON2 (P. falciparum) interaction inhibition | hit rate 0.2% among 360,000 | AlphaScreen AMA1-biotinylated RON2 peptide binding | Potency, µM (series often up to 58.2 µM), without a hit: top-dose activity change, negative = inhibition, actives largely listed as inhibitors;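 also: potency is read from the fitted curve at half-maximal effect; 0% = vehicle wells and -100% = peptide control; nearly all actives have a fitted effect of over 45% in size; some results filed as inactive show a strong effect at the top dose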
#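 AMA1 (3D7) with his tag at 25 nM final met compounds first, then biotinylated RON2 peptide at 25 nM; detection used donor plus acceptor beads, 10 µg/mL apiece, read by AlphaScreen after 30 min at room temperature.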
# Tb PYK inh: blocks Trypanosoma brucei pyruvate kinase; hit rate 0.12% among 410,000; TbPYK enzyme, Kinase-Glo Plus ATP luminescence, 45 min; Q57TT1; Potency, µM (highest dose often 76.8 µM), without a hit: at the top dose activity, negative = inhibition, usual class: inhibitors; also: potency is read from the fitted curve at half-maximal effect; nearly all actives have a fitted effect of over 50% in size
#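 Readout: single end-point luminescence (Kinase-Glo Plus, 10 min). Reaction conditions were TbPYK/substrate plus 130 uM ADP, 45 min at RT, pH 7.2 TEA buffer. No-enzyme wells served as controls, and data were normalized before concentration-response fitting.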
# Sm TGR block: inhibitors of Schistosoma mansoni thioredoxin glutathione reductase. purified TGR, DTNB reduction, TNB absorbance 405 nm. Potency, µM (highest dose often 114 µM), for the others: top-dose activity change, negative = inhibition, usual class: inhibitors. hit rate 3% among 360,000; also: potency is read from the fitted curve at half-maximal effect; nearly all actives have a fitted effect of over 60% in size
#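 TGR 20 nM + NADPH 100 uM (dispensed conc.), cpd preinc 15 min RT; start with NADPH (500 uM addition) then DTNB (15 mM addition). Kinetic TNB absorbance, 405 nm filter. Four-parameter Hill fit across titration.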
# LmPK inh: inhibitors of Leishmania mexicana pyruvate kinase; hit rate 0.37% among 290,000; purified LmPK, Kinase-Glo ATP luminescence, 1 h; Potency, µM (titrated, usually from 57.5 µM), inactives show at the top dose activity change, negative = inhibition, actives largely listed as inhibitors; Q27686; AID 1721; also: potency is read from the fitted curve at half-maximal effect
# Target sequence (Q27686 whole entry, looked up): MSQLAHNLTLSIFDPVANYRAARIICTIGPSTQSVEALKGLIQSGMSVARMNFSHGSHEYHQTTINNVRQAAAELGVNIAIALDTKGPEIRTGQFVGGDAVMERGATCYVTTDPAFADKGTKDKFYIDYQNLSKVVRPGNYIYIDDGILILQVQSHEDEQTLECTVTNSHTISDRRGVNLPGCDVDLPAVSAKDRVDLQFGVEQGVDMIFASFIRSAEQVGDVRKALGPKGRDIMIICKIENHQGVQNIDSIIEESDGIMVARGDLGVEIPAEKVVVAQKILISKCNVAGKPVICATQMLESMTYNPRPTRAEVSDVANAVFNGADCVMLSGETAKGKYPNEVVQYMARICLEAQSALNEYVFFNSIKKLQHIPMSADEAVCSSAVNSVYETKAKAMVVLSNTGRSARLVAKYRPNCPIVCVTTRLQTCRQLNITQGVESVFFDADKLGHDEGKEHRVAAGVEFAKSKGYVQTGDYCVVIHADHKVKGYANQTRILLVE
#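 ATP generated from ADP (0.1 mM) and PEP (0.5 mM) by 0.1 nM LmPK over 1 h at room temperature (pH 7.2 imidazole buffer) was detected by coupled luciferase luminescence. Values were normalized to uninhibited and no-enzyme wells.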
# AmpC detergent: AmpC beta-lactamase inhibition with detergent present; P00811; AmpC hydrolysis of nitrocefin, absorbance 480 nm, 0.01% Triton; Potency, µM (titrated, usually from 114 µM), inactives show at the highest dose activity change, negative = inhibition, hits mostly inhibitors; hit rate 0.041% among 370,000; AID 485294;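 also: potency is read from the fitted curve at half-maximal effect; 0% = no-compound wells and -100% = no-enzyme wells; nearly all actives have a fitted effect of over 25% in size; some results filed as inactive show a strong effect at the top dose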
# Target sequence (P00811 whole entry, looked up): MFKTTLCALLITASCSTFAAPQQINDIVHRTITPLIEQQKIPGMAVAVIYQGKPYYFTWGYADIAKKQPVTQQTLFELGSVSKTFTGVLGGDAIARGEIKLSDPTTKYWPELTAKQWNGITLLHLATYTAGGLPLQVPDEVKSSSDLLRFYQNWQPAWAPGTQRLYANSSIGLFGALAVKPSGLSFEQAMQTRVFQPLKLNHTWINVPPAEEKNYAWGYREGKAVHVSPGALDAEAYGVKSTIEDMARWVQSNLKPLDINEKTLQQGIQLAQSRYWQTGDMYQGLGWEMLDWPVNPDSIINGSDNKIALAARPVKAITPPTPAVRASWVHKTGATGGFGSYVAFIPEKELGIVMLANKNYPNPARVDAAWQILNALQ
#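 AmpC (5.3 nM in the dispensed reagent) in 20 mM phosphate pH 7.0 with 0.01% (detergent screen) or 0.0001% Triton X-100 was preincubated with compounds for 15 min at room temperature. Nitrocefin was then added from an 800 uM solution, and hydrolysis was followed at 480 nm.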
# AmpC inh no detg: AmpC beta-lactamase inhibition without detergent; AID 485341; P00811; AmpC nitrocefin hydrolysis, absorbance 480 nm, 0.0001% Triton; hit rate 0.52% among 330,000; Potency, µM (top dose mostly 57.1 µM), without a hit: at the highest dose activity change, negative = inhibition, hits mostly inhibitors;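 also: potency is read from the fitted curve at half-maximal effect; plate controls were no compound for no effect and no enzyme for full effect; nearly all actives have a fitted effect of over 20% in size; some results filed as inactive show a strong effect at the top dose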
#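 AmpC (5.3 nM in the dispensed reagent) in 20 mM phosphate pH 7.0 with 0.01% (detergent screen) or 0.0001% Triton X-100 was preincubated with compounds for 15 min at room temperature. Nitrocefin was then added from an 800 uM solution, and hydrolysis was followed at 480 nm.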
# * marks the source's active call; other numbers are inactive results; ? = inconclusive; · = not tested or not shown; & = joins results of further samples; [ ] = dose if it differs, or a comment. Unless noted, calls follow the shape of the dose curve; as a rule, active = well fitted curve in the direction sought with a large enough effect; inconclusive = small, poorly fitted or top-dose-only effect, or another doubt; inactive = no such curve, though single readings can be large; an effect the other way counts as inactive or inconclusive. Unless noted, % is scaled to controls: 0 for no effect and ±100 for the full control effect.
# The opening 12 records, ahead of the listing:
SMILES,HCMV antiviral,AMA1-RON2 inh,Tb PYK inh,Sm TGR block,LmPK inh,AmpC detergent,AmpC inh no detg
Cc1ccc(CN(Cc2ccco2)C(=O)c2ccccc2Br)o1,-26,·,1%,-4%,·,3%,·
COc1ccc(C(C(=O)Nc2ccc(F)cc2)N(C(=O)Cn2nnc3ccccc32)C2CC2)cc1 (centres undefined),-12,-2%,1%,20%,5%,-10%,110%[activator]
COc1ccn(C2CCCCO2)c(=O)n1 (centres undefined),45,-12%,-1%,·,·,·,·
O=C(CSc1ccccc1F)NCC(c1ccco1)N1CCCCC1 (centres undefined),-10,-6%,-11%,·,·,·,·
CCOc1ccc(C2C3=C(CCCC3=O)Nc3nc(C(F)(F)F)nn32)cc1OC (centres undefined),1,1%,0%,7%,-16%,14%,6%
O=C(Cc1ccccc1F)Nc1cc(S(=O)(=O)N2CCCC2)ccc1Cl,?,10%,5%,0%,·,-1%,-21%
COc1cc2cc(C(=O)N/N=C/c3ccc(F)cc3)[nH]c2cc1OC,?,8%,-10%,0%,2%,-2%,-52%
COC(=O)c1c(NC(=O)c2c(C)noc2C)sc2c1CCCCCC2,·,·,·,3%,-11%,3%,-24%
CC(C)CN(C(=O)c1cc(=O)[nH]c2ccccc12)c1c(N)n(Cc2ccccc2)c(=O)[nH]c1=O,-5,11%,-2%,-3%,·,?,-28%
CC(C)Oc1cc(F)ccc1-c1cc(C(=O)NCc2cccnc2)[nH]n1,-24,-4%,2%,·,·,·,·
COC(=O)c1cc(Br)c(=O)n(-c2cc(C)on2)c1,-21,0%,-13%,0%,-3%,-9%,-17%
COc1cccc(CSc2nc3ccncc3n2CC(=O)Nc2ccc(OC)c(OC)c2OC)c1,36,·,-6%,4%,·,16%,·

# The listing, from the first entry:
SMILES,HCMV antiviral,AMA1-RON2 inh,Tb PYK inh,Sm TGR block,LmPK inh,AmpC detergent,AmpC inh no detg
Cc1ccc(CN(Cc2ccco2)C(=O)c2ccccc2Br)o1,-26,·,1%,-4%,·,3%,·
COc1ccc(C(C(=O)Nc2ccc(F)cc2)N(C(=O)Cn2nnc3ccccc32)C2CC2)cc1 (centres undefined),-12,-2%,1%,20%,5%,-10%,110%[activator]
COc1ccn(C2CCCCO2)c(=O)n1 (centres undefined),45,-12%,-1%,·,·,·,·
O=C(CSc1ccccc1F)NCC(c1ccco1)N1CCCCC1 (centres undefined),-10,-6%,-11%,·,·,·,·
CCOc1ccc(C2C3=C(CCCC3=O)Nc3nc(C(F)(F)F)nn32)cc1OC (centres undefined),1,1%,0%,7%,-16%,14%,6%
O=C(Cc1ccccc1F)Nc1cc(S(=O)(=O)N2CCCC2)ccc1Cl,?,10%,5%,0%,·,-1%,-21%
COc1cc2cc(C(=O)N/N=C/c3ccc(F)cc3)[nH]c2cc1OC,?,8%,-10%,0%,2%,-2%,-52%
COC(=O)c1c(NC(=O)c2c(C)noc2C)sc2c1CCCCCC2,·,·,·,3%,-11%,3%,-24%
CC(C)CN(C(=O)c1cc(=O)[nH]c2ccccc12)c1c(N)n(Cc2ccccc2)c(=O)[nH]c1=O,-5,11%,-2%,-3%,·,?,-28%
CC(C)Oc1cc(F)ccc1-c1cc(C(=O)NCc2cccnc2)[nH]n1,-24,-4%,2%,·,·,·,·
COC(=O)c1cc(Br)c(=O)n(-c2cc(C)on2)c1,-21,0%,-13%,0%,-3%,-9%,-17%
COc1cccc(CSc2nc3ccncc3n2CC(=O)Nc2ccc(OC)c(OC)c2OC)c1,36,·,-6%,4%,·,16%,·
O=C(c1cccs1)N1CCCN(c2ncnc3scc(-c4ccccc4)c23)CC1,-28,-7%,10%,5%,8%,2%,19%
CS(=O)(=O)c1ccc2nc(NC(=O)CN3CCCCCC3)sc2c1,·,-16%,0%,4%,-3%,-11%,-23%
Cc1cc(C)cc(OCCn2nnc3ccccc32)c1,34,5%,4%,0%,1%,3%,-15%
CSc1nc2nccc(-c3ccc4c(c3)OCO4)n2n1,-3,16%,-1%,-8%,-8%,?,-10%
O=C(/C=C/c1ccc(Cl)cc1Cl)N1CCN(c2ccc([N+](=O)[O-])c(N3CCOCC3)c2)CC1,?,-14%,-4%,-4%,1%,5%,-38%
OCCN1CCN(C(=S)c2ccc(Cl)cc2)CC1,-6,-9%,?,-21%,-5%,-11%,-18%
CC(C)(O)c1[nH]c2ccc(C#N)cc2c1C(C)(C)O,-13,-4%,-5%,0%,0%,?,-15%
O=C1S/C(=C\c2cccs2)C(=O)N1c1ccc(O)cc1,88,1%,-5%,0%,-5%,-2%,-55%
COc1ccc(O)c(-c2nc(N)nc(N)n2)c1,-32,7%,-5%,6%,·,2%,-9%
CCC(=O)N1CCCc2cc(S(=O)(=O)N3CCN(c4ccccn4)CC3)ccc21,-36,-9%,2%,2%,-9%,-5%,52%
Cc1ccc(-n2c(-c3ccco3)nc3nc4ccccc4nc32)cc1F,-4,6%,2%,?,1%,-9%,-22%
CCCCc1c(-c2ccc(Br)cc2)ncn1CCc1ccccc1OC,-102*,-23%,6%,·,·,·,·
N#Cc1ccsc1NC(=O)CCS(=O)(=O)c1ccccc1,-8,0%,-3%,2.8µM*,-1%,-7%,17%
# Continuation.
SMILES,HCMV antiviral,AMA1-RON2 inh,Tb PYK inh,Sm TGR block,LmPK inh,AmpC detergent,AmpC inh no detg
Cc1cc(C)n(-c2c(F)c(F)c(CN3CCCCC3)c(F)c2F)n1,-1,6%,4%,-3%,-6%,-7%,6%
CCOc1ccc(-n2ccnc2SCC(=O)Nc2cc(C)ccc2C)cc1,?,·,-8%,-2%,·,-6%,·
COC(=O)Cn1c(=NC(=O)c2nc3ccccc3s2)sc2cc(S(C)(=O)=O)ccc21,-14,·,·,1%,-1%,0%,-8%
CCc1ccc(-n2c(Cc3ccccc3)n[nH]c2=S)cc1,1,137%[activator],4µM*,3%,-5%,-7%,-13%
CCC1=C(c2ccc(C)cc2)S(=O)(=O)N=C1N1CCC(C(=O)NCc2ccc(C)cc2)CC1,9,·,-2%,1%,·,-6%,·
O=C(CNC(=O)c1cccs1)Nc1ccc(N2CCOCC2)cc1,-21,5%,-6%,3%,·,8%,-25%
Cc1ccc2cc(C#N)c(N3CCCN(S(=O)(=O)c4ccccc4)CC3)nc2c1C,54,17%,-1%,·,·,·,·
Cc1nc2nc(SCC(=O)c3ccc([N+](=O)[O-])cc3)[nH]c2cc1Br,-24,26%,-1%,3%,3%,5%,-20%
COc1ccc(-c2nn(C)c3sc(C(=O)N4CCN(c5ccccc5F)CC4)cc23)cc1OC,11,·,3%,6%,·,-2%,·
Cc1ccccc1NS(=O)(=O)c1ccc2[nH]c3c(c2c1)CCCCC3,22,·,0%,2%,·,1%,·
Cc1cccc(C)c1-n1nnnc1C(C1CC1)N1CCC2(CC1)C(=O)NCN2c1ccccc1 (centres undefined),-33,-25%,1%,·,·,·,·
Cn1cc(Br)c(C(=O)NNC(=O)c2ccc(Br)cc2)n1,48,13%[2.32 µM],-5%,-2%,-1%,-9%,-29%
COc1ccc(CCNC(=O)C(=O)NCC2OCCN2C(=O)c2ccc(Cl)cc2)cc1OC (centres undefined),?,8%,-27%,0%,-9%,-10%,45%
O=C(Cn1ccc2ccccc2c1=O)NCCC(=O)N1CCN(c2cccc(Cl)c2)CC1,-9,-2%,-29%,-8%,1%,3%,152%[activator]
O=C(Nc1c(Cl)cc2c(c1Cl)Cc1cc([N+](=O)[O-])ccc1-2)C(Cl)Cl,27,-29%,-13%,·,·,·,·
COC(=O)c1ccccc1NC(=O)c1ccc2nc(Cc3ccccc3)oc2c1,-9,·,-13%,5%,·,-1%,·
O=c1oc2cc(O)ccc2cc1-c1nnc(Nc2ccccc2F)s1,83,·,4%,0%,·,-4%,·
COc1ccc(Cn2ccnc2SCC(=O)Nc2ccccc2F)cc1,22,-5%,-1%,-25%,-5%,-1%,-32%
Cc1cc(C)c2nc(NCc3ccccc3O)sc2c1,-65*,-9%,-1%,5%,11%,3%,-46%
Cc1ccc(C(=O)NNc2nc3ccccc3nc2C(F)(F)F)cc1,-36,6%,-10%,-13%,0%,?,-17%
C[C@H](CO)N1C[C@H](C)[C@@H](CN(C)Cc2ccc3c(c2)OCO3)Oc2ccc(NC(=O)Cn3cnnn3)cc2C1=O,0,-3%,-2%,·,·,·,7%
CCN(CC(=O)NCc1ccc(F)cc1)C(=O)c1ccc(COc2ccccc2)cc1,16,-24%,-2%,-2%,0%,-4%,80%[activator]
CCCC[n+]1c(C)sc2cc(OC)ccc21,1,0%,-5%,?,-3%,-5%,111%[activator]
CCN(CC)CCn1c(=S)[nH]c2cc3c(cc2c1=O)OCO3,41,-3%,0%,3%,-11%,-5%,-30%
NC(c1ccccc1)c1csc(NC(=O)Nc2ccccc2Oc2ccccc2)n1 (centres undefined),-22,56%[activator],0%,·,·,·,·
# Other compounds.
SMILES,HCMV antiviral,AMA1-RON2 inh,Tb PYK inh,Sm TGR block,LmPK inh,AmpC detergent,AmpC inh no detg
COc1cc(/C=C2\C(=N)N3N=C(C)SC3=NC2=O)cc(Cl)c1OCCOc1ccc(NC(C)=O)cc1,10,30%[activator],1%,7%,0%,-12%,-6%
CN1C(=O)NC(c2ccccc2[N+](=O)[O-])C2=C1CCCC2=O (centres undefined),-25,-9%,-18%,?,4%,-7%,-9%
CC(=O)c1cccc(NC(=O)CCS(=O)(=O)c2cc3c(cc2C)NC(=O)CO3)c1,-29&16,13%,3%&-5%,-12%&-1%,-12%,-15%&10%,-24%
COc1ccc(-n2c(=S)[nH]c3cc(C(=O)NCCCN4CCOCC4)ccc3c2=O)cc1,-36,3%,2%,-2%,-9%,-9%,13%
CCOC(=O)c1cc(CC)sc1NC(=O)CN1CCN(C(=O)C2CCCO2)CC1 (centres undefined),5,34%[activator],-6%,22%,-2%,2%,199%[activator]
CCC1Oc2ccc(C)cc2N(CC(=O)NCCc2ccc(OC)c(OC)c2)C1=O (centres undefined),6,1%,1%,·,·,·,·
COCC(=O)N1CCCN(c2nc3c(C)cccc3cc2C#N)CC1,?,5%,1%,-23%,3%,?,34%
CCc1ccc(CNC(=O)CCc2nc(-c3cccs3)no2)cc1,-36,12%,-4%,-24%,12%,?,-2%

# Hits appear at their usual frequency. About 7.4% of those tested had a hit in this group.
